Compound activity from PubChem BioAssay.
Pol iota inh: inhibitors of human DNA polymerase iota; Q9UNA4; Pol iota fluorescent replication assay, 10 min; Potency, µM (top dose mostly 115 µM), inactives show top-dose activity, negative = inhibition, actives largely listed as inhibitors; 390,000 tested, 1% active; AID 588590
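Pol iota at 10 nM preincubated 15 min with compounds at room temperature; reaction started with fluorescent substrate, 50 nM final. Fluorescence read kinetically at 0 and 10 min; buffer-only wells as negative control.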
G9a inh: G9a (human) methyltransferase inhibition | AID 504332 | 350,000 tested, 8.8% active | Q96KQ7 | G9a H3K9 monomethylation, AlphaScreen, 2 h | Potency, µM (doses to about 102 µM), without a hit: at the top dose activity, negative = inhibition, hits mostly inhibitors; also: % is scaled to controls: 0 for no effect and ±100 for the full control effect; nearly all actives have a fitted effect of over 75% in size
Target sequence (Q96KQ7 913-1193 limits assumed): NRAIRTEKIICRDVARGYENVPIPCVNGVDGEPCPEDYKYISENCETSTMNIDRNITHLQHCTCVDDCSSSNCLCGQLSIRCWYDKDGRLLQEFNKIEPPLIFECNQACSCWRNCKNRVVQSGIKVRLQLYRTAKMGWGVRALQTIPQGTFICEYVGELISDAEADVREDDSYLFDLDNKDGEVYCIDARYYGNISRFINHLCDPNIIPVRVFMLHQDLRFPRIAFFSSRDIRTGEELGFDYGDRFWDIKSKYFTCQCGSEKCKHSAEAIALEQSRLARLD
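Step 1: enzyme (final 20 nM) with compound, 15 min RT. Step 2: substrate peptide 500 nM and SAM 20 uM, 2 h RT. Step 3: anti-H3K9me1 antibody and AlphaScreen beads, 10 min, then plate read.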
Apoferritin bind: binds horse apoferritin like a general anesthetic. apoferritin/1-aminoanthracene competitive binding, fluorescence. Potency, µM (doses to about 77.5 µM), inactives show at the top dose activity change, negative = displacement, most hits filed as inhibitors. 350,000 tested, 0.074% active; also: % is scaled to controls: 0 for no effect and ±100 for the full control effect; nearly all actives have a fitted effect of over 20% in size
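Steps: apoferritin (10 uM) was premixed with half-saturated 1-AMA in PBS, compounds were pin-transferred, plates stood 10 min at room temperature, fluorescence was read at 380/535 nm, and curves were fitted with a Hill equation.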
BAZ2B block: blocks human BAZ2B; 360,000 tested, 4.4% active; Q9UIF8; Potency, µM (highest dose often 114 µM), for the others: at the top dose activity change, negative = inhibition, most hits filed as inhibitors; AlphaScreen BAZ2B-H3K14Ac peptide displacement; also: % is scaled to controls: 0 for no effect and ±100 for the full control effect; nearly all actives have a fitted effect of over 60% in size
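Protein-peptide AlphaScreen: BAZ2B 50 nM, b-H3K14Ac 50 nM, 1x PBS pH 7.4 + 0.01% Tween-20. Preincubation 30 min RT; cpd 30 min RT (top 110 uM); beads 20 min RT, light-protected.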
Pol eta inh: blocks human DNA polymerase eta activity. Potency, µM (highest dose often 114 µM), without a hit: at the top dose activity change, negative = inhibition, hits mostly inhibitors. 390,000 tested, 1.2% active. AID 588591. recombinant Pol eta, fluorescent DNA replication assay. Q9Y253; also: % is scaled to controls: 0 for no effect and ±100 for the full control effect
Target sequence (Q9Y253 whole entry, looked up): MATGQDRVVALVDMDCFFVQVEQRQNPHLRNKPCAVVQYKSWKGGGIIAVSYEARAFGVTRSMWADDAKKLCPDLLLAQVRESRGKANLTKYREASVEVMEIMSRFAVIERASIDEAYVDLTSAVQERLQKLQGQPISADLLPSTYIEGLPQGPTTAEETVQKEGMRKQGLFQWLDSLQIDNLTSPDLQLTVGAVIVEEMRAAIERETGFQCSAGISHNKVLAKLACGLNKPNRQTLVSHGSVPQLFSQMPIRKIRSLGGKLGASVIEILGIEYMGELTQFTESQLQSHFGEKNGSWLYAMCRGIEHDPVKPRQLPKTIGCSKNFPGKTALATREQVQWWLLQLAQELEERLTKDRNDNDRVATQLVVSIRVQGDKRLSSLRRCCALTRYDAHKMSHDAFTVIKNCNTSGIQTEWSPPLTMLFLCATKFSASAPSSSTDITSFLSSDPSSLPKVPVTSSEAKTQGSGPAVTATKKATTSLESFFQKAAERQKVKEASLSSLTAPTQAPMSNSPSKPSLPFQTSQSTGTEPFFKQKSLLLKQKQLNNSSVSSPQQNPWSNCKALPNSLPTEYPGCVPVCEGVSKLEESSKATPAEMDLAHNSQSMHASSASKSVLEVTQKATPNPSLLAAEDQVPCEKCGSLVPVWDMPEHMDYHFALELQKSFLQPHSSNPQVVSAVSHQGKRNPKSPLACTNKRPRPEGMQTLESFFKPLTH
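Pol eta at 10 nM preincubated with compounds 15 min at room temperature; reaction started with fluorescent substrate (50 nM final) and read kinetically at 0 and 10 min.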
BLM helicase inh: inhibitors of human Bloom syndrome helicase BLM; P54132; recombinant BLM DNA unwinding, fluorescence dequenching; Potency, µM (series often up to 56.1 µM), without a hit: at the highest dose activity change, negative = inhibition, usual class: inhibitors; 350,000 tested, 0.2% active; AID 2528;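 also: plate controls were vehicle for no effect and no enzyme for full effect; nearly all actives have a fitted effect of over 35% in size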
APEX1 inh: blocks human APE1 abasic DNA cleavage; Potency, µM (top dose mostly 65.8 µM), for inactives: at the top dose activity change, negative = inhibition, actives largely listed as inhibitors; recombinant APE1, TAMRA/BHQ-2 abasic DNA cleavage fluorescence; 350,000 tested, 0.35% active;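 also: plate controls were vehicle for no effect and reference inhibitor for full effect; nearly all actives have a fitted effect of over 55% in size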
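Endonuclease cleavage of a quenched abasic-site DNA duplex (50 nM) by APE1 (0.75 nM) was tracked by TAMRA dequenching. Compounds were preincubated with enzyme 15 min at room temperature; data normalized to buffer-only and DMSO wells plus NSC13755 control.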
Pol kappa inh: inhibitors of human DNA polymerase kappa. purified Pol kappa, fluorescent DNA synthesis assay, 10 min. Potency, µM (doses to about 107 µM), inactives show at the highest dose activity, negative = inhibition, usual class: inhibitors. 400,000 tested, 0.53% active; also: % is scaled to controls: 0 for no effect and ±100 for the full control effect
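Activity was followed as the change in fluorescence between reads at 0 and 10 min after starting the reaction with 50 nM substrate. Beforehand, 10 nM polymerase had been preincubated with compound for 15 min at room temperature.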
POLB inh: blocks human DNA polymerase beta activity | Potency, µM (titrated, usually from 114 µM), without a hit: at the top dose activity change, negative = inhibition, most hits filed as inhibitors | P06746 | 340,000 tested, 1.3% active | Pol beta primer extension/strand displacement, fluorescence kinetic; also: % is scaled to controls: 0 for no effect and ±100 for the full control effect
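Pol beta (10 nM) was preincubated with compound for 15 min at room temperature. The reaction was then started with 50 nM substrate and read immediately and after a further 10 min at room temperature.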
Starred values were filed as active, the others as inactive; ? = inconclusive; / = no result given; & = joins results of further samples; [ ] = remark or other dose. Calls follow the shape of the dose curve; as a rule, active = well fitted curve in the direction sought with a large enough effect; inconclusive = small, poorly fitted or top-dose-only effect, or another doubt; inactive = no such curve, though single readings can be large; an effect the other way counts as inactive or inconclusive. Potency is read from the fitted curve at half-maximal effect.

Sequence of screens: Pol kappa inh	G9a inh	BLM helicase inh	Pol iota inh	BAZ2B block	Apoferritin bind	Pol eta inh	POLB inh	APEX1 inh
1) CC1CCCN(S(=O)(=O)c2ccc(Cl)s2)C1 (centres undefined)
 : -21%	36%	-1%	16%	20%	-4%	-1%	27%	4%
2) CCCCOc1ccc(C(=O)NCC(=O)NCCOc2ccc(C)cc2)cc1
 : 13%	14%[59 µM]	/	38%[activator]	11%	/	-8%	/	15%
3) CCn1cc(C(=O)N[C@@H](C)C(=O)NCCO)c(=O)c2cc3c(cc21)OCO3
 : -9%	-30%[2.33 µM]	-4%	44%[activator]	0%	0%	-16%	46%	-5%
4) COc1ccc(Cl)cc1NC(=O)c1cnc2n(c1=O)CCS2
 : -3%	?	-2%	11%	-2%	-5%	-17%	0%	2%
5) CC(C)(C)SCCNC(=O)/C=C/c1ccccc1
 : -5%	-30%	-3%	118%[activator]	-2%	5%	-7%	33%	-3%
6) CCCC12CN3CC(CCC)(CN(C1)C3c1ccco1)C2=O (centres undefined)
 : -14%	/	-10%	67%[activator]	-17%	-1%	-17%	-1%	5%
7) CCOc1ccc2oc(C(=O)NCc3ccccc3CN3CCCC3)c(C)c2c1
 : -3%	24%[2.33 µM]	/	40%[activator]	-11%	/	-16%	/	17%
8) CN1CCc2c(n(CC(O)CN3C(=O)c4ccccc4S3(=O)=O)c3ccccc23)C1=O (centres undefined)
 : -11%	-27%[59 µM]	-3%	3%	-5%	-7%	-12%	-14%	6%
9) Cc1ccc(-c2nc3c4ccccc4n(CC(=O)NCc4ccc(F)cc4)c(=O)n3n2)cc1
 : 1%[60.1 µM]	-8%[59 µM]	-3%	18%	32%[activator]	21%	-9%	2%	/
10) CCSc1ccc(-c2cccc([N+](=O)[O-])c2)nn1
 : -10%	-32%	-4%	61%[activator]	/	?	-23%	-23%	-6%
11) COc1ccc(O)c(-c2c(-c3ccc(Cl)cc3)n[nH]c2C)c1
 : -24%	25µM*	-8%	2%	?	-19%	0%	-12%	-8%
12) CC(C)(C)C(=O)Oc1ccc2cc(-c3ccc4ccccc4n3)c(=O)oc2c1
 : -4%	47%[activator][59 µM]	0%	25%	19%	3%	-13%	-1%	27%
13) CC(C)N(C(=O)Cn1cc(S(=O)(=O)CC(=O)Nc2ccccc2)c2ccccc21)C(C)C
 : -5%	12%[59 µM]	0%	-13%	-14%	?	?	?	45%[activator]
14) COc1ccccc1NC(=O)CCN1C(=O)c2ccccc2C1=O
 : -1%	79µM*	-2%	143%[activator]	3%	-6%	-7%	12%	26%
15) Cc1ccc(S(=O)(=O)Nc2ccc(N(C)C)cc2)cc1
 : -16%	-148%[59 µM]	-18%	30%	35µM*	?	-1%	10%	21%
16) CC(C)c1cnc2c(c1SCC(=O)NC(C)(C)C)c(=O)n(C)c(=O)n2C
 : -5%[60.1 µM]	3%[59 µM]	-2%	5%	6%	2%	-6%	23%	/
17) O=C(NCCCn1ccnc1)C(=O)c1c[nH]c2ccccc12
 : -5%	4%	-8%	151%[activator]	-32%	-13%	-2%	-26%	1%
18) O=C(CSc1nc2ccccc2n1Cc1cccc(F)c1)N1CCN(c2ccc(F)cc2)CC1
 : -13%	6%[59 µM]	-6%	17%	-3%	-4%	-15%	0%	/
19) O=C(c1nnc(Cc2ccc(Cl)cc2)o1)N1CCc2ccccc2C1
 : 1%	11%	-6%	4%	-5%	-5%	-12%	-11%	13%
20) COc1ccc(-c2nc3ccc([N+](=O)[O-])cc3[nH]2)cc1
 : -25%	?	-2%	13%	?	8%	?	24%	0%
21) Cc1onc(-c2c(Cl)cccc2Cl)c1C(=O)c1c[nH]c(C(=O)NCCCN2CCOCC2)c1
 : -2%	-6%	0%	12%	-27%	-15%	-13%	-12%	-1%
22) Cc1ccc(S(=O)(=O)c2c(COC(=O)c3ccccc3Cl)c(-c3ccccc3)nn2C)cc1
 : -22%	-2%	-11%	10%	6.3µM*	12%	-9%	?	0%
23) c1ccc(-c2noc(CN3CCN(c4ccccc4)CC3)n2)cc1
 : -6%	-9%	-2%	45%[activator]	11%	-10%	-28%	29%	10%
24) Cc1ccc(-c2nc(CS(=O)CC(=O)NCCN3CCOCC3)c(C)o2)cc1 (centres undefined)
 : 3%	-10%	0%	-6%	1%	-8%	1%	0%	1%
25) C#CC(C)OC(=O)C(C)NC(=O)c1ccccc1 (centres undefined)
 : 1%	25%[59 µM]	-1%&0%	-30%	-2%	-6%&0%	-9%	19%	11%&4%
26) O=C(CSc1nc(=O)n(Cc2ccco2)c2c1CCC2)NCc1ccccc1Cl
 : -4%[60.1 µM]	-8%[59 µM]	2%	33%[activator]	-14%	-13%	-18%	19%	/
27) Cc1ccnc2nc(C(=O)OCC(=O)NCCc3ccc(Cl)cc3)nn12
 : -8%	3%[59 µM]	-4%	-3%	-3%	-9%	-11%	20%	3%
28) CCOc1ccccc1NC(=O)Nc1nnc(N(C)Cc2ccccc2)s1
 : -15%	?	-5%	5%	-16%	-17%	4%	0%	/
29) COc1ccc(C2(C(=O)Nc3ccc(S(=O)(=O)Nc4nc(C)cc(C)n4)cc3)CCCC2)cc1OC
 : -19%	50µM*	-2%	7%	-11%	-20%	-3%	-2%[57.1 µM]	3%
30) CC(C(=O)O)N1C(=O)C2C3c4ccccc4C(c4ccccc43)[C@@H]2C1=O (some centres undefined)
 : -6%	17%	-3%	7%	-8%	-8%	-21%	31%	0%
31) O=C(Nc1cccnc1)c1ccccc1Oc1ccccc1
 : -23%	-5%[12.7 µM]	-5%	12%	-25%	-4%	9%	-2%	-2%
32) CC(C)CCNC(=O)C1CCN(c2nc3ccccc3o2)CC1
 : -5%	?	-1%	?	-26%	-3%	2%	0%	-4%
33) COc1ccc(N=Nc2ccc3ccccc3c2)c(O)c1
 : -9%	10µM*	-10%	18%	5.6µM*	-7%	-23%	-17%	28%
34) COc1ccc(NC(=O)c2ccc(-n3cccn3)nc2)cc1
 : -12%	3%	-3%	0%	-2%	-3%	-10%	18%	3%
35) Cc1noc(C)c1COC(=O)c1cccc(S(=O)(=O)N2c3ccccc3CC2C)c1 (centres undefined)
 : 3%	-3%	-8%	-1%	5%	0%	-3%	29%	-7%
36) COCCNC(=O)c1c(N)n(/N=C/c2cccs2)c2nc3ccccc3nc12
 : -19%	3%	-5%	9%	-5%	-8%	12%	4%	-3%
37) Cc1ccc2cc(S(=O)(=O)NCCCN3CCOCC3)ccc2c1
 : 0%	-1%	-7%	77%[activator]	-16%	-9%	-22%	?	7%
38) COC(=O)c1cn(NC(=O)COc2ccc(Cl)cc2)c(=O)c2ccccc12
 : -11%	?	1%	111%[activator]	-17%	-12%	5%	0%	-3%
39) O=C(NCCCO)c1nc2ccccc2s1
 : 16%	2%[59 µM]	0%	-4%	-2%	-9%	-9%	-25%	-1%
40) COc1cccc(S(=O)(=O)NCc2ccc(C(=O)NCc3ccco3)cc2)c1
 : -23%	45µM*	-10%	?	-8%	-6%	-14%	-18%	-4%
41) CN(C)CCCNC(=S)N(CCO)Cc1cc2cc3c(cc2[nH]c1=O)OCO3
 : 12%	-12%	-6%	26%	-10%	-2%	-5%	4%	46%
42) CC(OC(=O)CCCOc1ccccc1)C(=O)Nc1ccc(Cl)cn1 (centres undefined)
 : -10%	35%	/	19%	2%	/	-3%	/	-9%
43) CCNc1nc2c(c(=O)n(C)c(=O)n2C)n1CC(O)COc1ccccc1 (centres undefined)
 : -3%	7%[59 µM]	-1%	-6%	-2%	-2%	3%	24%	/

Part of the list above in order of molar mass, ascending:
Sequence of screens: Pol kappa inh	G9a inh	BLM helicase inh	Pol iota inh	BAZ2B block	Apoferritin bind	Pol eta inh	POLB inh	APEX1 inh
39) O=C(NCCCO)c1nc2ccccc2s1
 : 16%	2%[59 µM]	0%	-4%	-2%	-9%	-9%	-25%	-1%
25) C#CC(C)OC(=O)C(C)NC(=O)c1ccccc1 (centres undefined)
 : 1%	25%[59 µM]	-1%&0%	-30%	-2%	-6%&0%	-9%	19%	11%&4%
33) COc1ccc(N=Nc2ccc3ccccc3c2)c(O)c1
 : -9%	10µM*	-10%	18%	5.6µM*	-7%	-23%	-17%	28%
31) O=C(Nc1cccnc1)c1ccccc1Oc1ccccc1
 : -23%	-5%[12.7 µM]	-5%	12%	-25%	-4%	9%	-2%	-2%
34) COc1ccc(NC(=O)c2ccc(-n3cccn3)nc2)cc1
 : -12%	3%	-3%	0%	-2%	-3%	-10%	18%	3%
37) Cc1ccc2cc(S(=O)(=O)NCCCN3CCOCC3)ccc2c1
 : 0%	-1%	-7%	77%[activator]	-16%	-9%	-22%	?	7%
28) CCOc1ccccc1NC(=O)Nc1nnc(N(C)Cc2ccccc2)s1
 : -15%	?	-5%	5%	-16%	-17%	4%	0%	/
36) COCCNC(=O)c1c(N)n(/N=C/c2cccs2)c2nc3ccccc3nc12
 : -19%	3%	-5%	9%	-5%	-8%	12%	4%	-3%
41) CN(C)CCCNC(=S)N(CCO)Cc1cc2cc3c(cc2[nH]c1=O)OCO3
 : 12%	-12%	-6%	26%	-10%	-2%	-5%	4%	46%
29) COc1ccc(C2(C(=O)Nc3ccc(S(=O)(=O)Nc4nc(C)cc(C)n4)cc3)CCCC2)cc1OC
 : -19%	50µM*	-2%	7%	-11%	-20%	-3%	-2%[57.1 µM]	3%

An excerpt (hit frequency here may not be typical).
